From PubChem BioAssay
S1P3 agonist: human S1P3 receptor agonists, primary screen, cell-based, primary and confirmation, NFAT-BLA reporter; Sphingosine 1-phosphate receptor 3 (Homo sapiens), Q99500; S1P3 NFAT-BLA reporter cells, agonism, FRET ratio; relative to 1 µM S1P, basal subtracted; activation, % at 4.5 µM; 60,000 compounds, 0.1% hits;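 active = activation above the screen-wide mean plus 3 SD, cut at about 4.5% in these data, passing the limit was not always enough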; also: some compounds called inactive have numbers as strong as hits
Target sequence (Q99500 whole entry, looked up): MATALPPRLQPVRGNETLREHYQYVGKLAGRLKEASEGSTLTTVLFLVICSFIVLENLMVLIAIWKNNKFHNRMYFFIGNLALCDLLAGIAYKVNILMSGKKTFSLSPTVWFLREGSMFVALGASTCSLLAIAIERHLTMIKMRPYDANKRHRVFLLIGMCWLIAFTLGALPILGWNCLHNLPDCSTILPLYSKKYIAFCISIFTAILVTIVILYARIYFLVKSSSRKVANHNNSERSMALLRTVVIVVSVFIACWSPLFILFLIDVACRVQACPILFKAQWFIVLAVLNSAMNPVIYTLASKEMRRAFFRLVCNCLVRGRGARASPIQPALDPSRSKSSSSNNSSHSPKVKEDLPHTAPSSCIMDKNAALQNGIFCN
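Assay system: CHO cells stably expressing human S1P3, Gα16 and NFAT-β-lactamase reporter. Timing: overnight plating, 4 h compound 37 °C, 2 h substrate RT. Signal: β-lactamase FRET emission ratio 460/535 nm. Measure: percent activation versus median 1 µM S1P response, basal-subtracted, per plate. Repeats: primary screen single test, confirmation screen in triplicate.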
HTR1A agonist: human 5-HT1a receptor agonists, primary screen, cell-based, CHO, Ga15 NFAT-bla reporter. 5-hydroxytryptamine receptor 1A (Homo sapiens), P08908. CHO 5-HT1a Ga15 NFAT-bla reporter, FRET ratio; 0% basal, 100% maximal reference agonist. activation, % at 10 µM. 65,000 compounds, 0.56% hits;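 active = activation above the screen-wide mean activation plus 3 SD, cut at about 19% in these data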;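 also: 0% = DMSO wells and 100% = 5-CT at EC100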
Target sequence (P08908 whole entry, looked up): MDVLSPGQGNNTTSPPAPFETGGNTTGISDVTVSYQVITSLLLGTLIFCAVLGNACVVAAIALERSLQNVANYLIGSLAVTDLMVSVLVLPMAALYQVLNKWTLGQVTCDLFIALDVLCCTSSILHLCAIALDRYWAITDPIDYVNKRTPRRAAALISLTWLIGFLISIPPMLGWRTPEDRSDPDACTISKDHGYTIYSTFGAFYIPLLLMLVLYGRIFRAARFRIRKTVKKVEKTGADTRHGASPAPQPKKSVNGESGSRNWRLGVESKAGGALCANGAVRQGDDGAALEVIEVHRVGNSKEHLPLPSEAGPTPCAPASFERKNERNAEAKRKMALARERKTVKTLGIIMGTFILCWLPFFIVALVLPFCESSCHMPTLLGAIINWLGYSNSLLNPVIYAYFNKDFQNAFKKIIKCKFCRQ
5HT1a antag: human 5-HT1a receptor antagonists, primary screen, cell-based, CHO, Ga15 NFAT-bla reporter. inhibition, % at 10 µM. 5-hydroxytryptamine receptor 1A (Homo sapiens), P08908. AID 612, 2007. 62,000 compounds, 0.68% hits. CHO 5-HT1a Ga15 NFAT-bla reporter, antagonist mode;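 active = inhibition above the mean of all tested compounds plus 3 SD, cut at about 43% in these data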;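 also: receptor stimulated by 5-CT agonist at 100 nM near EC80; beta-lactamase reporter measured by ratiometric fluorescence of a cleavable substrate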
Jurkat tox 60K: cytotoxicity toward Jurkat T cells, primary screen, cytotoxicity control, cell-based, Jurkat E6.1, 60K MLSMR library; Jurkat E6.1 viability, ATP luminescence, 48 h; inhibition, % at 4 µM; 56,000 compounds, 1.2% hits; AID 463, 2006;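 active = inhibition above the mean inhibition of all tested compounds plus 3 SD, cut at about 28% in these data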
M1 agonist: M1 muscarinic receptor agonists, primary screen, CHO-M1 cells, Fluo-4 calcium, agonist mode | Muscarinic acetylcholine receptor M1 | Fluo-4 calcium fluorescence; hits give high values | B-score at 10 µM | 64,000 compounds, 3% hits | AID 626, 2007;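 active = fluorescence rise, raw or as B-score row- and column-corrected plate score, outside the 99.7% band of its plate's samples, either direction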
S1P1 ag-PAM: S1P1 agonists and agonism potentiators, primary screen, cell-based, primary and confirmation screens, CRE-bla reporter; 56,000 compounds, 0.57% hits; Sphingosine 1-phosphate receptor 1 (Homo sapiens), P21453; S1P1 CRE-bla cells, forskolin, beta-lactamase FRET, potentiator mode; S1P1 agonist co-added at EC20, 2 nM; 100% = saturating reference agonist, 0% = basal; AID 449, 2006; activation, % at 9.5 µM;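 active = activation above a cutoff set at the mean activation of all tested compounds plus 3 SD, cut at about 54% in these data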;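 also: forskolin at 4 µM as EC80 and the EC20 agonist is SEW2871; 100% = SEW2871 at its EC100 plus forskolin at EC80; some compounds past the cut are filed as inactive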
5HT1E antag: 5-HT1E receptor antagonists, primary screen, cell-based, HTS; inhibition, % at 6 µM; 65,000 compounds, 0.99% hits; AID 571, 2007; CHO 5-HT1E Ga15 NFAT-bla reporter, FRET, antagonist;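 active = inhibition above a set limit, the mean inhibition across every tested compound plus 3 SD, cut at about 29% in these data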;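 also: signal is the 460 over 535 nm emission ratio of beta-lactamase substrate; 0% = agonist plus DMSO wells and 100% = wells without agonist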
M1 antag: antagonists of rat M1 muscarinic receptor. CHO-M1 cells, Fluo-4 calcium, ACh EC80 antagonist mode; hits give low values. B-score at 10 µM. 64,000 compounds, 3.4% hits;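 active = calcium fluorescence response, raw or row-and-column corrected B-score, differing from the plate sample mean either way at a set confidence level, mostly lower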
HTR1E agonist: 5-HT1E receptor agonists, primary screen, cell-based, HTS | activation, % at 6 µM | 65,000 compounds, 0.69% hits | CHO 5-HT1E Ga15 NFAT-bla reporter, FRET; 0% DMSO wells, 100% control agonist wells | 5-hydroxytryptamine receptor 1E (Homo sapiens), P28566 | AID 574, 2007;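 active = activation above a set limit, the screen-wide mean activation plus 3 SD, cut at about 8.5% in these data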;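 also: 100% = positive control agonist at 1 µM giving full maximal response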
Active calls of the source: *; · = no result given.

Values run as follows: S1P3 agonist	HTR1A agonist	5HT1a antag	Jurkat tox 60K	M1 agonist	S1P1 ag-PAM	5HT1E antag	M1 antag	HTR1E agonist
(1) CCOC(=O)C1=C(C)NC(=O)CC1c1cc2c(cc1Br)OCO2 (configuration not stated)
→ -0.4	-0.7	0	-3	·	-30	0	·	0.6
(2) COC(=O)CSc1cc(C)nc(NC(C)=O)n1
→ -0.1	0.4	-2	-3	-0.37	4	-4	0.099	-0.6
(3) CCCc1nc2oc3c(NCCN4CCOCC4)ncnc3c2c2c1CCCC2
→ -0.2	-1.1	3	6	0.26	-35	26	1.4	-1.0
(4) CC1(C)NC(=O)N(CC(O)COc2cc3ccccc3cc2C(=O)N2CCCCC2)C1=O (configuration not stated)
→ -4.3	1.5	·	·	0.49	-14	-17	-3*	0.1
(5) Cc1cc(C)n(CC(=O)n2c3c(c4ccccc42)CCCC3)n1
→ -3.2	1.0	·	·	-0.17	-13	2	-0.96	0.3
(6) Cc1noc(C)c1CSc1nnc(-c2ccccc2F)n1CCc1ccccc1
→ 0.7	2.2	22	-4	-0.44	-3	-1	-1.2	0.1
(7) O=C(NCc1cccc(Cl)c1)c1ccc2c(c1)OCO2
→ -0.3	-1.6	8	-4	-0.013	-2	-2	-0.71	-0.5
(8) CCc1ccc(OCC(=O)N(C)CCC#N)c(Br)c1
→ -1.0	-3.7	-5	3	·	-10	-6	·	-0.5
(9) COc1ccccc1-c1cc(C(F)(F)F)nc(S(=O)(=O)CCCC(=O)N2CCCCC2C)n1 (configuration not stated)
→ -0.4	4.5	64*	58*	1.3	3	2	-0.35	4.5
(10) COC(=O)CSc1ccc2nnc(-c3ccc(OC)c(OC)c3)n2n1
→ -0.7	1.5	-9	-6	-0.032	-22	2	-0.42	0.8
(11) O=C(Cn1cnc2c(cnn2-c2ccccc2)c1=O)NCCc1ccccc1
→ -0.3	-2.6	-13	-4	-0.92	0	10	0.79	0.0
(12) CCOc1ccccc1N1CCN(C(=O)c2cccc(-c3ccc(O)cc3)c2)CC1
→ 1.2	2.0	17	2	1.6	10	-2	-1.1	1.3
(13) N=c1c2c(-c3ccccc3)c(-c3ccccc3)n(Cc3ccccc3)c2ncn1CCCn1ccnc1
→ -0.7	2.4	·	·	0.72	-18	-16	-0.73	0.1
(14) CCOC(=O)c1sc(NC(=O)c2ccc(C)o2)nc1C
→ -1.9	-2.0	13	6	·	10	3	·	-0.4
(15) O=C(NCCN1Cc2ccccc2C1=O)c1cccs1
→ -0.7	-5.3	2	1	0.67	-18	-1	-0.58	0.2
(16) COc1cccc(C2C(C#N)=C(N)Oc3cc(C)n(Cc4ccco4)c(=O)c32)c1 (configuration not stated)
→ -0.8	-1.7	-15	6	-0.92	-16	-3	0.37	-0.3
(17) O=C1CCc2cc(S(=O)(=O)N3CCC(C(=O)NCc4ccccn4)CC3)ccc2N1
→ 0.2	0.1	-1	-2	-0.77	-10	-5	-0.12	1.0
(18) CC(C)CNC(=O)NC1C(NC(=O)NCC(C)C)N(C)C(=O)N1C (configuration not stated)
→ 0.3	-1.7	-10	9	0.46	-16	2	-1.6	-0.3
(19) C[n+]1cccc(CNC(=O)/C=N/O)c1
→ 1.1	1.5	·	·	0.17	14	-8	0.018	-1.2
(20) CCOC(=O)N1CCN(C(=O)C2CCC(C(=O)N3CCN(C(=O)OCC)CC3)CC2)CC1 (configuration not stated)
→ -0.6	0.7	-5	2	0.0027	2	-2	1.7	-0.7
(21) COC(=O)c1sccc1NC(=O)c1cccnc1
→ -0.3	0.7	-10	-9	-0.56	·	6	-0.83	0.8
(22) Cc1cc2c(c(=O)n1C1CC1)C(c1cccc(Cl)c1)C(C#N)=C(N)O2 (configuration not stated)
→ -1.9	-0.3	11	5	-0.16	12	7	0.024	0.2
(23) O=C(CNS(=O)(=O)c1cccs1)N1CCN(c2ccccn2)CC1
→ -0.5	-1.6	-3	1	-0.15	-4	-8	0.4	1.0
(24) COc1cccc(OC)c1OCC(C)CNCC1CCCO1 (configuration not stated)
→ -3.8	1.9	·	·	-0.41	-2	-3	-0.66	0.3
(25) CN(C)CCSc1nc(N)c2c3c(sc2n1)CN(C)CC3
→ ·	-0.3	-8	·	-0.37	·	-1	-6.2*	0.5
(26) COc1cc2c(C(=O)N3CCN(c4ccccc4)CC3)c(C)oc2cc1Br
→ -5.2	1.8	·	·	1.6	15	16	-0.2	-0.9
(27) Nc1cnn(C2CCCO2)c(=O)n1 (configuration not stated)
→ 0.4	-0.3	-6	-6	0.85	2	-3	-0.0038	-0.3
(28) O=C(CCS(=O)(=O)c1ccc(Br)s1)N1CCc2ccccc21
→ 0.0	-3.7	-1	-7	0.82	-18	-6	0.33	0.3
(29) CCOC(=O)c1ccc(-n2c(=S)sc3c(=O)[nH]c(C)nc32)cc1
→ ·	0.8	-5	·	-0.41	·	-2	0.94	-0.6
(30) Cc1cc(N(C)C)c(C#N)c(N2CCOCC2)n1
→ -0.3	-1.6	5	-4	-0.11	-13	-7	-0.22	0.3

Whole records from above.
COc1cccc(C2C(C#N)=C(N)Oc3cc(C)n(Cc4ccco4)c(=O)c32)c1 (configuration not stated) is entered as S1P3 agonist = -0.8; HTR1A agonist = -1.7; 5HT1a antag = -15; Jurkat tox 60K = 6; M1 agonist = -0.92; S1P1 ag-PAM = -16; 5HT1E antag = -3; M1 antag = 0.37; HTR1E agonist = -0.3
O=C(NCc1cccc(Cl)c1)c1ccc2c(c1)OCO2 is entered as S1P3 agonist = -0.3; HTR1A agonist = -1.6; 5HT1a antag = 8; Jurkat tox 60K = -4; M1 agonist = -0.013; S1P1 ag-PAM = -2; 5HT1E antag = -2; M1 antag = -0.71; HTR1E agonist = -0.5

Next part
Values run as follows: S1P3 agonist	HTR1A agonist	5HT1a antag	Jurkat tox 60K	M1 agonist	S1P1 ag-PAM	5HT1E antag	M1 antag	HTR1E agonist
(31) CC1CCc2c(nc3ncnn3c2N2CCN(c3ccccc3F)CC2)C1 (configuration not stated)
→ -0.3	0.9	-9	1	0.97	9	-4	-1.2	2.0
(32) CC1=C(C)CC(C(=O)c2ccccc2)C(C(=O)O)C1 (configuration not stated)
→ -0.2	-1.6	4	-5	·	-16	0	·	1.1
(33) Cc1cc(C)n(-c2ncc(-c3ccccc3)nn2)n1
→ -0.3	-1.0	-11	4	-0.00035	-9	1	0.23	0.6
(34) COC(=O)c1[nH]c2ccc(Cl)cc2c1NC(=O)CN1CCc2cc(OC)c(OC)cc2C1
→ 0.1	-0.6	11	9	0.047	20	2	0.14	0.0
(35) Cc1ccc(C)n1NC(=O)c1cccs1
→ -0.5	-1.3	13	-1	0.48	6	7	-0.13	-1.1
(36) CCc1[nH]nc2c1C1(CCN(C(=O)OCc3ccccc3)CC1)C(C#N)=C(N)O2
→ -0.1	1.6	-42	0	-0.88	-32	-8	0.011	-1.0
(37) CCn1c(COc2ccccc2C)nnc1SCC(=O)NC1CCCC1
→ -0.2	2.2	-2	-2	-0.29	-9	-5	0.024	-0.4
(38) Cc1cc(NC(=O)CCC(=O)N(CC(=O)NC2CCCC2)Cc2ccc(F)cc2)no1
→ -0.1	-0.9	4	-8	0.41	1	-2	0.15	-0.8
(39) O=c1[nH]c2ccc(Cl)cc2c(-c2ccccc2)c1CN1CCOCC1
→ -0.2	-2.1	-6	-4	0.92	-9	-3	-0.014	-1.0
(40) CC1CCN(C(=O)Cn2cc(C(=O)c3ccco3)c3ccccc32)CC1
→ -0.5	-0.7	8	3	-0.94	-18	-2	-0.58	0.8
(41) O=C1OCc2cc(NC(=O)C3COc4ccccc4O3)ccc21 (configuration not stated)
→ -1.4	1.0	-6	-2	-0.43	-12	7	-0.24	0.0
(42) O=C(NCC1CCCO1)c1cc2n(n1)C(C(F)(F)F)CC(c1ccc(Br)cc1)N2 (configuration not stated)
→ -0.6	-1.5	-21	1	-0.66	-13	-2	-0.15	0.8
(43) CC1CCCCN1CCNc1nc(=S)[nH]c2ccccc12 (configuration not stated)
→ ·	-2.3	13	·	-0.12	·	6	-0.3	-0.8
(44) N#CC1=C(N)SC(N)=C(C#N)C1C1CC=CCC1 (configuration not stated)
→ 0.0	-2.6	-14	1	0.66	-24	0	0.096	0.3
(45) O=c1[nH]c2sc3c(c2c2nncn12)CCCC3
→ -0.5	-2.6	-1	4	-0.086	0	0	-0.74	-0.7
(46) O=C(NC1CCCCCCC1)c1cnccn1
→ -0.2	-0.2	-2	-5	0.13	-6	-6	-0.024	0.2
(47) COc1cccc(-c2nnc(Nc3nc4c(F)cccc4s3)o2)c1
→ -1.3	-0.8	12	8	0.34	28	-5	-0.11	-0.1
(48) O=C(c1ccc(Cn2c(=O)[nH]c3ccccc3c2=O)cc1)N1CCN(c2ccccn2)CC1
→ -1.3	3.3	-14	8	3.8*	13	-12	-1	1.1
(49) CCN(Cc1cc2cc(C)ccc2[nH]c1=O)S(=O)(=O)c1ccccc1
→ -0.5	0.3	-3	6	0.19	27	6	-0.85	1.3
(50) O=S(=O)(Cc1ccccc1)NCc1ccccn1
→ -0.3	-3.1	-2	0	0.63	-1	3	-1.1	-0.9
(51) CCCCOc1ccc(/C(O)=C2/C(=O)C(=O)N(CCCOC)C2c2ccncc2)cc1 (configuration not stated)
→ -1.9	-3.0	4	6	0.064	-4	8	1.3	-1.8
(52) Cc1ccc(-n2cc3c(=O)n(C)c(=O)n(C)c3c2)cc1C
→ 0.0	-1.7	-16	-6	0.41	-30	-2	0.015	0.1

From compound 1 up to 2, as listed above:
Values run as follows: S1P3 agonist	HTR1A agonist	5HT1a antag	Jurkat tox 60K	M1 agonist	S1P1 ag-PAM	5HT1E antag	M1 antag	HTR1E agonist
(1) CCOC(=O)C1=C(C)NC(=O)CC1c1cc2c(cc1Br)OCO2 (configuration not stated)
→ -0.4	-0.7	0	-3	·	-30	0	·	0.6
(2) COC(=O)CSc1cc(C)nc(NC(C)=O)n1
→ -0.1	0.4	-2	-3	-0.37	4	-4	0.099	-0.6
